High-throughput results as filed in PubChem BioAssay.
12-LOX inh: inhibitors of human 12S-lipoxygenase ALOX12 | P18054 | purified 12hLO, xylenol orange hydroperoxide absorbance | Potency, µM (series often up to 108 µM), for inactives: top-dose activity change, negative = inhibition, most hits filed as inhibitors | 580,000 tested, 1.1% active; active = well fitted inhibition curve with a large enough effect; inconclusive = small, poorly fitted or top-dose-only effect, or another doubt; inactive = no such curve, though single readings can be large or run the other way
Target sequence (P18054 whole entry, looked up): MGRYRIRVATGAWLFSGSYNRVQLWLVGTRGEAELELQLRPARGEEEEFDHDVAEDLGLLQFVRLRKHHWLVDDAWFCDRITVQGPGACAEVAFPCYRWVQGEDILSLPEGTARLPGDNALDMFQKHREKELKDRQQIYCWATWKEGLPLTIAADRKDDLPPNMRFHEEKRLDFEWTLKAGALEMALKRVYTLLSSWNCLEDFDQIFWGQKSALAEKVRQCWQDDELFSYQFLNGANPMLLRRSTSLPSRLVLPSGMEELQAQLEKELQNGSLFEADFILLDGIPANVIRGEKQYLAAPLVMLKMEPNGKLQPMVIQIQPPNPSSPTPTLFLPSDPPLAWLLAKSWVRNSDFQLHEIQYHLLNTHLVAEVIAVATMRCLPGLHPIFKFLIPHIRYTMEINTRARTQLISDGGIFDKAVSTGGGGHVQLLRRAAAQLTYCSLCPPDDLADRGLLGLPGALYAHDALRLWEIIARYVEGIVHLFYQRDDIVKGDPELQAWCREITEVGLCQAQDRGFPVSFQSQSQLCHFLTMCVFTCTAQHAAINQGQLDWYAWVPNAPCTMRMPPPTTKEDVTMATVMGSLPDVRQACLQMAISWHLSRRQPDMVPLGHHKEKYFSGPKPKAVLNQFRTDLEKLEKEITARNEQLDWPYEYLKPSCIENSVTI
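Purified human 12hLO at 150 nM in 25 mM Hepes, 0.01% Triton X-100, pH 7.0, preincubated 15 min at room temperature with compound. Reaction started with 40 uM arachidonic acid, 30 min at room temperature. Hydroperoxide measured by Fe-xylenol orange, 573/405 nm absorbance ratio.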
The depositor's hits bear a star; u = inconclusive; [ ] = another dose, or the depositor's remark. % is set by controls: 0 for no effect and ±100 for the full control effect; potency is the fitted concentration of half-maximal effect. This is a subset; count on the stated rates, not on these rows.

compound | 12-LOX inh
COc1ccccc1C(=O)Nc1ccc([C@H]2OCC(=O)N(Cc3ccccc3)[C@@H]2CO)cc1 | 4.9%
O=S(=O)(c1ccc2nc(N3CCN(c4ccccc4)CC3)ccc2c1)N1CCCC1 | 3.55µM*
Fc1ccc(OCc2nc(C3CCCN3)no2)cc1 (stereo not drawn) | 60.2%[activator]
CCC(C)(C(=O)NC1CCCC1)N(C)C(=O)Cc1cccs1 (stereo not drawn) | -6.1%
CC1CCCC(C)N1/N=C/c1cc(Br)c(O)c(Br)c1 (stereo not drawn) | u
COc1ccc(-n2nc(C3CCN(C(=O)Cc4cccc(Cl)c4)CC3)[nH]c2=O)cc1 | 4.0%
Cc1ccc(C(=O)OCC(=O)c2ccccc2)s1 | -1.4%
COC(=O)[C@@H]1Cc2c([nH]c3ccccc23)[C@H]2C[C@@H](NCCCn3ccnc3)C[C@@H](c3ccccc3F)N21 | 40.6%[activator]
O=C(CCC1CCCN(S(=O)(=O)c2ccccc2)C1)NC1CCS(=O)(=O)C1 (stereo not drawn) | 49.7%[activator]
Cc1ccc(CNC(=O)c2nccnc2N)cc1 | 14.7%
CCN(CC)C(=O)c1cccc(NC(=O)c2cc(S(=O)(=O)NCc3ccccc3)ccc2C)c1 | 44.5%[activator]
COC(=O)[C@@H]1CCCN1C(=O)c1c(OC)cc(=O)n2c1CCN(Cc1ccc3cccnc3c1)CC2 | -3.8%
O=C(N[C@H]1CC[C@H](CCNS(=O)(=O)c2ccc(Cl)cc2)O[C@@H]1CO)c1cccc(F)c1 | u
COc1cc(CN2CC[C@H](c3nc4ccccc4o3)C2)cc(OC)c1OC | 2.7%[176 µM]
CCOC(=O)C1(Cc2ccccc2F)CCCNC1 (stereo not drawn) | 27.2%
COc1ccc(-c2cc(N3CCN(C(=O)c4ccc(F)c(F)c4)CC3)n[nH]2)cc1 | 16.4%

Three entries already listed, arranged by the value under 12-LOX inh, descending.
| structure | 12-LOX inh |
| --- | --- |
| COc1ccc(-c2cc(N3CCN(C(=O)c4ccc(F)c(F)c4)CC3)n[nH]2)cc1 | 16.4% |
| Cc1ccc(CNC(=O)c2nccnc2N)cc1 | 14.7% |
| COC(=O)[C@@H]1CCCN1C(=O)c1c(OC)cc(=O)n2c1CCN(Cc1ccc3cccnc3c1)CC2 | -3.8% |

New compounds follow.
compound | 12-LOX inh
COc1ccc(C(C)(C)C)cc1NC(=O)Cc1nc(-c2ccccc2)oc1C | -19.4%
CC(=O)N[C@H]1C[C@@H](Cc2cc(CC(C)C)on2)C1(C)C | -1.5%[176 µM]
CC(NC(=O)c1ccc(C2SCCS2)cc1)c1cc2ccccc2o1 (stereo not drawn) | 53.9%[activator]
CCn1nccc1C(=O)N1CCCN(C)c2ccccc21 | -1.7%
CCOc1ccc(C(=O)Nc2cccc(-c3nnc4n3CCCC4)c2)cc1 | 7.9%
CC(C)c1ccc(S(=O)(=O)N2CCN(C(=O)c3cn[nH]c3-c3ccccc3)CC2)cc1 | -9.9%
COCC(=O)N[C@H]1C[C@@H](c2nc(-c3ccc(Cl)cc3)no2)N(C)C1 | 8.8%[176 µM]
COc1ccc(CNC(=O)C[C@@H]2[C@H](O)CCC3[C@](C)(CO)[C@H](OC(=O)NC(C)C)CC[C@]32C)cc1 (stereo partly drawn) | 9.5%
CCC(CC)NC(=O)Nc1ccc(C)c(F)c1 | -21.8%
O=C(CC1(O)C(=O)Nc2c(C(F)(F)F)cccc21)c1ccco1 (stereo not drawn) | 6.1%
O=C(NC1CCCCC1)C1c2ccccc2C(=O)N(Cc2ccccc2)C12CCCC2 (stereo not drawn) | -14.0%
CCc1ccc(/C=C/C(=O)c2ccc(O)c(CCCl)c2)cc1 | 66.3%[activator]
O=C(NCc1cccc(F)c1)c1nc2c(o1)CCN(Cc1cccc(Cl)c1)CC2 | u
CCN1C(=O)C2CC3(CCN(C(=O)CCc4ccccc4)CC3)CN2C1=O (stereo not drawn) | 43.8%[activator]
CC1(C)C(=O)N(Cc2ccccc2)[C@H]2CN(Cc3ccncc3)C[C@H]2[S+]1(=O)[O-] | -0.1%[176 µM]
CN1CCC(C(=O)N2Cc3ccccc3CC3(CCCN(Cc4ccccn4)C3)C2)CC1 (stereo not drawn) | 43.4%[activator]
COCc1nc(C2CC(N)C2)cc(N2Cc3nc(C)n(C)c(=O)c3C2)n1 (stereo not drawn) | u
COc1ccc(CN2C(=O)COC[C@@H]2[C@H](O)c2ccc(NC(C)=O)cc2)cc1 | 20.6%[176 µM]
Cc1cccn2cc(CSc3ncnc4ccccc34)nc12 | u
COCCn1c(SCC(=O)O)nc2c1c(=O)[nH]c(=O)n2C | u
O=C(c1ccccc1F)N1CCCC(CO)(Cc2ccccc2F)C1 (stereo not drawn) | -5.5%
Cc1cn2nc(C(=O)NC(C)c3ccc(F)cc3)cc2c(N2CCCC2)n1 (stereo not drawn) | 42.2%[activator]
CCCOc1ccc(CN2C(=O)C3(CCOCC3)CC2c2nnnn2CCOC)cc1 (stereo not drawn) | 34.2%
CN1CCCC2(CCN(C(=O)c3cc(C(F)(F)F)cc(C(F)(F)F)c3)CC2)C1 | 1.4%[57.4 µM]
Cc1nn(Cc2cc(C(=O)O)c3ccccc3n2)c(C)c1Cl | u
CCOP(=O)(OCC)c1nc(-c2ccco2)oc1NCc1ccc(F)cc1 | 10.3%
c1cnc(-c2nc(Cn3cc(C4CCOC4)nn3)cs2)nc1 (stereo not drawn) | u
O/N=C1/CCC2CCCC1C2 (stereo not drawn) | -5.7%
COc1ccc(C2(C(=O)N3CCC4(CCCN(C)C4=O)C3)CCCC2)cc1 (stereo not drawn) | 2.9%
Cc1ccc(-c2cnoc2NC(=O)CSc2nc3c(c(=O)[nH]2)CCCC3)cc1 | -11.3%
CCN=C1NN=C(c2cc(C)n(C3CC3)c2C)CS1 | u
Cc1ccc(-c2c(N)oc3ccccc3c2=O)cc1 | -2.0%
Cn1c(=O)c(C2=NN(S(C)(=O)=O)C(c3ccco3)C2)c(-c2ccccc2)c2cc(Cl)ccc21 (stereo not drawn) | -27.3%
COc1ccc(Cl)cc1NC(=O)N1CC(c2noc(-c3ccncc3)n2)C1 | 32.7%
O=C(COc1cccc(Cl)c1)N(Cc1ccco1)c1ccccn1 | -25.9%
CCNC(=O)N1CCC(c2noc(-c3cccnc3)n2)C1 (stereo not drawn) | 36.0%[activator]
O=C1CO[C@H]2CCN(Cc3ccccc3F)CC[C@@H]2N1c1ccccc1 | u
CN(Cc1cnc2ccccc2n1)Cc1cn[nH]c1-c1ccc(F)cc1 | 37.8%[activator]
O=C1CCN(C2CCOCC2)CCOCCN1 | 31.5%[activator]
CCC(=O)Nc1cccc(-c2nc3cc(OC)ccc3o2)c1 | -1.2%

2 entries drawn at random from those above:
compound | 12-LOX inh
O=C1CCN(C2CCOCC2)CCOCCN1 | 31.5%[activator]
O=C(COc1cccc(Cl)c1)N(Cc1ccco1)c1ccccn1 | -25.9%

New compounds follow.
compound | 12-LOX inh
COc1ccc2[nH]c(C(=O)NC3CCc4nn(C)c(=O)n4CC3)cc2c1 (stereo not drawn) | 29.2%
CN(Cc1ccc2ccccc2c1)C(=O)c1cc2ccccc2oc1=O | 3.3%
COc1cccc(-c2n[nH]c3c2CC(=O)N(Cc2ccccn2)C3)c1 | 9.0%[176 µM]
CSc1ncc(CN2CCOC(Cc3cccc(C(F)(F)F)c3)C2)cn1 (stereo not drawn) | 10.3%
COC(=O)c1cc(S(=O)(=O)Nc2ccccc2F)c[nH]1 | -2.3%
Nc1ccc2c(N3CCCCC3)ncnc2c1 | 42.3%[activator]
CC(C)c1c(C(=O)NCC2(N3CCCCC3)CCCC2)cnn1-c1nccc(-c2ccco2)n1 | 2.5%
Cc1ccc([S+](=O)([O-])N2CC3(Cc4ccccc4N([S+](C)(=O)[O-])C3)C2)cc1 | u

Filtered by structure, the compounds so far containing a COOH group
compound | 12-LOX inh
COCCn1c(SCC(=O)O)nc2c1c(=O)[nH]c(=O)n2C | u
Cc1nn(Cc2cc(C(=O)O)c3ccccc3n2)c(C)c1Cl | u

Other entries follow:
compound | 12-LOX inh
Cc1cc(C)cc(C(=O)N2CCN(C3CCN(Cc4cccnc4)C3=O)CC2)c1 (stereo not drawn) | 19.4%
COc1cc(C2SCCS2)ccc1OC(=O)COc1ccccc1C | 5.7%
C#CCNC(=O)C[C@@H]1C[C@@]2(C(=O)OC)CC(C)(C)CC=C2N(CCc2ccc(OC)c(OC)c2)C1=O | 0.6%
CCC(=O)Nc1ccc2c(c1)OC[C@@H](C)N(Cc1ccccc1F)C[C@@H](C)[C@@H](OC)CN(C)C2=O | u
Cc1cc(C(=O)NC2CCN(Cc3ccccc3)CC2)c2ccccc2n1 | 20.5%
CCCCN(CCCC)c1cccc(-c2cccc(N(CCCC)CCCC)c2)c1 | u
Clc1ccc(CSc2nc3ncccc3[nH]2)cc1Cl | 6.6%
Cc1cnc(C(=O)NC2C[C@H]3CC[C@@H](C2)N3C(=O)c2ccsc2)cn1 (stereo partly drawn) | 43.5%[activator]
Cc1ccc(Nc2nc(NCc3ccc4c(c3)OCO4)nc3nccnc23)c(C)c1 | -0.7%
CCOc1ccccc1CNC(=O)C1CCCN(c2ncnc3onc(CC)c23)C1 (stereo not drawn) | 4.1%
CC(C)NC(=O)c1cccc(NC(=O)Nc2cccc(Cl)c2)c1 | -49.0%
c1ccc2c(c1)OCCOCCOCCOc1ccccc1OCCOCCOCCO2 | -3.1%
CN(C)C(C(=O)N1CCN(C2CCCC2)C(=O)C1)c1cccc(F)c1 (stereo not drawn) | -13.5%
OCCNc1nc(Nc2cccc(Cl)c2)nc2nccnc12 | 55.2%[activator]
CCc1cccc(NC(=O)C2CCCN(c3cnn(Cc4ccccc4)c(=O)c3)C2)c1 (stereo not drawn) | 39.8µM*
CCCNC(=O)c1nnc2n1CCN(C(=O)c1ccc3sccc3c1)C2 | -3.4%
CC(C)(C)C(=O)N1CCN(c2nc3ncccc3o2)CC1 | -1.6%[176 µM]
COc1ccc(CN2CCC(CO)(CN3CCCC3)CC2)cc1C | 20.7%
CSc1ccccc1C(=O)Nc1c(C)cc(C)cc1Cl | -0.7%
COc1cccc(COC(=O)c2nn(Cc3ccccc3)c(=O)c3ccccc23)c1 | u
CCOc1ccc(S(=O)(=O)n2ccnc2)cc1C(C)(C)C | 16.1%
Cn1ccnc1C1CCCCN1C(=O)CN1Cc2ccccc2OC(c2ccccc2F)C1 (stereo not drawn) | -19.3%
Cc1ccc2[nH]c(C)c(CC(=O)NCC(F)(F)F)c2c1 | 13.2%
C#CCN1CCC(C(=O)NCCNC(=O)c2ccccc2)CC1 | 2.7%
Cc1cc(C)c(S(=O)(=O)N2CCCC2c2cc(C(C)C)no2)cc1C (stereo not drawn) | u
C=C(Br)COc1ccc(Cl)cc1C(N)=O | 5.4%
O=C(Nc1ccccc1)C1CCN(C(=O)c2ncn3c2COC(c2ccccc2)C3)CC1 (stereo not drawn) | 20.0%
Cc1ccccc1NC(=O)Cn1nc2c(cc1=O)CC(C)CC2 (stereo not drawn) | 18.5%
COc1ccc(OC)c(NC(=O)c2ncoc2-c2cccc(Cl)c2)c1 | -23.8%
COCC(=O)N[C@@H]1CN(Cc2cccn2C)C[C@H]1CO | 174.1%[activator]
O=C(COc1ncnc2ccc(Br)cc12)NC(c1ccccc1)c1ccccc1 | 10.3%
CCOC(=O)CCNC(=O)N1CCCCCCN(C)C(=O)CC1 | 7.4%
O=[N+]([O-])c1cc(S(=O)(=O)Nc2ccc(Cl)cc2)ccc1N/N=C/c1ccccc1Br | u
O=C(Nc1ccccc1)[C@@H]1C[C@@H](c2ccc(F)cc2)N([S+](=O)([O-])c2ccccc2)C1 | 22.7%[176 µM]
NCCC/C(=N/O)c1cccs1 | -6.6%
CCNC(=O)NC(=O)CSc1cc(C)c2ccccc2n1 | u
COc1cc(OC)c(C2CC(=O)Nc3c(-c4ccccc4)nsc32)cc1OC (stereo not drawn) | 9.4%
CN1C(=O)c2cccn2CC1CN (stereo not drawn) | 47.1%[activator]
COc1cccc(CN2Cc3cc(NC(=O)c4ccccc4)ccc3OC(C)C2=O)c1OC (stereo not drawn) | 26.5%
CC(NS(=O)(=O)c1ccccc1F)C(=O)Nc1cccc(C(C)C)c1 (stereo not drawn) | -27.9%
CC(C)(C)c1ccc(-c2oc(NC(=O)CCl)c(C#N)c2-c2ccc(C(C)(C)C)cc2)cc1 | u
NC(=O)c1ccc(OC2CCN(Cc3ccccn3)C2)nc1 (stereo not drawn) | 33.8%[activator]
O=C(c1cccc(F)c1)N1CCC2(CC1)CN(c1ccncc1)C2 | -1.0%[57.4 µM]
Cc1ccc(CN2CCC(N3CC4CCCN4C3=O)CC2)cc1 (stereo not drawn) | 1.0%[176 µM]
CCN(CC)S(=O)(=O)c1cc(NC(=O)C2CCCN(C(=O)c3ccc(Cl)cc3)C2)ccc1C (stereo not drawn) | 13.3%
COc1ccc2c(C)c(CC(=O)NCc3ccccc3)c(=O)oc2c1OC | 11.6%
Cc1ccc(-n2nnnc2SCc2nc(N)c3ccccc3n2)cc1 | u
COc1ccc(-c2ccnc3nc(-c4ccccc4OC)nn23)c(F)c1 | -2.4%
O=C(NC1CC(c2nnc(CO)n2C2CC2)C1)C1(c2ccccc2)CCCC1 (stereo not drawn) | 52.0%[activator]
CC(C)C(=O)Nc1ccc(S(=O)(=O)NCCn2nc(-c3ccccc3)ccc2=O)cc1 | u
COc1ccc(-c2cc(C(=O)N3CCN(Cc4ccccc4)CC3)c3ccccc3n2)cc1 | 8.2%
